D1 agonist: agonists of human D1 dopamine receptor | P21728 | HEK293 T-REx D1 cells, calcium flux, agonist mode | activation, % at 2 µM | 1% of 360,000 active; in the data active means activation above about 30%; further: 0% is about no effect
Target sequence (P21728 whole entry, looked up): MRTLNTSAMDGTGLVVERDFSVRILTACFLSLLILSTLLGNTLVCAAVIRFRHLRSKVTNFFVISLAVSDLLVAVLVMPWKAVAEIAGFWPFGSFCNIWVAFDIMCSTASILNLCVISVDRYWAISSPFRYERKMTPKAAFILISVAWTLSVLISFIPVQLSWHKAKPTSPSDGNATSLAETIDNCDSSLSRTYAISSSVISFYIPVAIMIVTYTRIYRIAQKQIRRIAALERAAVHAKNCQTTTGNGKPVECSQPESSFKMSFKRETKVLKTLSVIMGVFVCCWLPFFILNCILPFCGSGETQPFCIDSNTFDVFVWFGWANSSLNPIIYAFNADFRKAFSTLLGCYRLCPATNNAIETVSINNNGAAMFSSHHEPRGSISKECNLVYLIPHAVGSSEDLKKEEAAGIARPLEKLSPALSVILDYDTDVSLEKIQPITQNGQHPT
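Agonism was scored from calcium flux recorded over 180 s (1 read/s) after pintool compound addition, following a 10-cycle baseline. Cells were inducible force-coupled HEK293 TREx D1, plated overnight at 30 C and loaded with no-wash calcium dye.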
Vif-APOBEC3G blk: inhibitors of Vif-APOBEC3G interaction; Q9HC16; HeLa A3G-eYFP + Vif (tagged APOBEC3G with the HIV-1 protein that degrades it), YFP fluorescence, overnight; Potency, µM (titrated, usually from 46.1 µM), without a hit: at the highest dose activity, negative = active, usual class: inhibitors; 0.076% of 410,000 active; AID 602310;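 further: potency means the concentration at half of the fitted maximal effect; on the % scale 0 is the no-effect control and ±100 the full control effect; nearly all actives have a fitted effect of over 60% in size; hits raise eYFP signal because A3G escapes Vif-driven loss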
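Read-out is eYFP fluorescence (Ex 488/Em 500-530) from Vif-expressing HeLa A3G-eYFP cells; more signal means A3G escaped Vif-mediated degradation. Cells plated overnight, compound pinned in, incubated overnight at 37 deg C.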
D1 antag: blocks dopamine activation of the human D1 receptor; 3.2% of 360,000 active; HEK293 TREx D1 cells, calcium flux, dopamine EC80; active compounds read low; P21728; AID 504652; activity change, negative = inhibition, % at 10 µM; in the data active means activity change below about -30%; further: on the % scale 0 is the no-effect control and ±100 the full control effect
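Tetracycline-induced HEK293 Trex D1 cells, force-coupled to calcium, dye-loaded; compounds added and read 180 s, then EC80 dopamine added and calcium flux tracked kinetically another 180 s.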
D1 potentiator: enhances dopamine response at the human D1 receptor; P21728; HEK293 TREx D1 cells, calcium flux, dopamine EC20 potentiation; potentiation, % at 10 µM; 0.036% of 360,000 active; AID 504651; in the data active means potentiation above about 30%; further: 0% is about no effect
RXFP1 antag: antagonists of human relaxin receptor RXFP1 | 0.59% of 350,000 active | HEK293-RXFP1, relaxin-stimulated cAMP HTRF, 30 min; active compounds read low | Q9HBX9 | AID 1259400 | activity change, negative = inhibition, % at 57.5 µM;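 active means activity change of -60% or lower, but not beyond a set lower limit; inconclusive means change between -60% and -40%, or beyond the set limit; inactive means change above -40%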; further: on the % scale 0 is the no-effect control and ±100 the full control effect
RXFP1 ag: RXFP1 (human) receptor agonism. Q9HBX9. HEK293T-RXFP1 cAMP TR-FRET, 30 min; response scale: percent of porcine relaxin response, buffer zero. Potency, µM (top dose mostly 57.5 µM), for the others: top-dose activation, most hits filed as activators. 0.3% of 370,000 active. AID 2676; further: potency means the concentration at half of the fitted maximal effect; on the % scale 0 is the no-effect control and ±100 the full control effect; nearly all actives have a fitted effect of over 60% in size; many of its hits are not listed in these tables
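Agonist response is measured as cAMP accumulation in an RXFP1-transfected HEK293T line under PDE4 inhibition. Values are scaled between buffer-only and 29 nM porcine relaxin, and EC50s come from standard Hill equation fits.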
Vif-APOBEC3F blk: inhibitors of Vif-A3F interaction | 0.2% of 390,000 active | Potency, µM (top dose mostly 46.1 µM), without a hit: at the top dose activity, negative = active | HeLa A3F-eYFP + Vif (tagged APOBEC3F with the HIV-1 protein that degrades it), YFP fluorescence increase; further: potency means the concentration at half of the fitted maximal effect; % of control where 0% means no effect; nearly all actives have a fitted effect of over 65% in size
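Fluorescence increase (Ex 488/Em 500-530) after overnight compound treatment at 37 deg C flags inhibition of Vif-driven A3F-eYFP loss in stable HeLa A3F-eYFP/Vif cells seeded overnight beforehand.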
D2 potentiator: D2 dopamine receptor (human) potentiation; P14416; 0.34% of 340,000 active; HEK293 T-REx D2, calcium flux, EC20 dopamine potentiation; potentiation, % at 10 µM;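 active means potentiation over 3 SD above the plate norm, cut at about 30% in these data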; further: 0% is about no effect
Target sequence (P14416 whole entry, looked up): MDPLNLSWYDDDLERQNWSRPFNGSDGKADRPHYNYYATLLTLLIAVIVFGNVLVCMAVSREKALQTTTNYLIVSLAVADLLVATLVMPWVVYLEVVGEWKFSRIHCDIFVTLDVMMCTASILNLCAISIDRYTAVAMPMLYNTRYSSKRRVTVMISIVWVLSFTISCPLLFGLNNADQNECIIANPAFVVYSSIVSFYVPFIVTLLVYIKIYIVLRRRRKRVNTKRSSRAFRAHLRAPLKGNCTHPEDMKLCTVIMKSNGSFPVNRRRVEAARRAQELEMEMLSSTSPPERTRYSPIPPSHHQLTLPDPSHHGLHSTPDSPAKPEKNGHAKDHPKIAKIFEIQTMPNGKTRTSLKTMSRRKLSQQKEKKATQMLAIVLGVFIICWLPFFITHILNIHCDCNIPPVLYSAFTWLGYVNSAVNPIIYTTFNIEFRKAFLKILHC
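Potentiation of an EC20 dopamine calcium response measured kinetically over 180 s, after a preceding 180 s compound-only read flagging agonists. Cells: inducible Hek293 Trex D2 line, 4000/well, cultured overnight at 30 C before dye loading.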
Glioma ERSR ind: ER stress response induction in glioma. U87-MG GRP78 promoter luciferase reporter, 16 h. AID 602332. Potency, µM, without a hit: top-dose activation, hits mostly activators. 0.02% of 420,000 active; further: potency means the concentration at half of the fitted maximal effect; series mostly up to about 76 µM; % of control where 0% means no effect; nearly all actives have a fitted effect of over 35% in size
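ERSR induction read as luciferase luminescence (Bright-Glo, 10 min at room temperature) in stably transfected human U87-MG glioma cells exposed to compounds for 16 h, using GRP78 as sensor.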
* marks the source's active call; other numbers are inactive results; ? = inconclusive; . = no result given; & = joins results of further samples. Unless noted, the call rests on the fitted dose curve; in most records, active means well fitted curve in the direction sought with a large enough effect; inconclusive means small, poorly fitted or top-dose-only effect, or another doubt; inactive means no such curve, though single readings can be large; an effect the other way counts as inactive or inconclusive. Some of the compounds tested; rates above refer to the full screens.

[1] CCOC(=O)N1CCC(NC(=O)c2cccc3c2C(=O)N(c2ccc(OC)cc2)C3)CC1
[2] CCCNS(=O)(=O)c1ccc2nc(NC(=O)c3ccc(F)cc3)sc2c1
[3] Fc1ccc(-c2csc(-c3cccnc3)n2)cc1F
[4] Cc1ccc(CNC(=O)C2CC(=O)OC23CCCC3)c(C)c1 (centres undefined)
[5] CN(CCCC1CCCC1)C(=O)CC1C(=O)NCCN1Cc1cccc(F)c1F (centres undefined)
[6] COC(=O)C1=C(C)N(c2cccc3ccccc23)C(=O)C1
[7] O=C(Nc1ccccc1O)c1ccc2c(c1)C(=O)N(N1C(=O)c3ccccc3C1=O)C2=O
[8] CC(=O)N[C@@H]1c2c(ccc3ccccc23)OC[C@@H]1COC(C)=O
[9] Cc1cc(C2C(=O)NC(=O)C2=O)c(C)cc1Br (centres undefined)
[10] Cc1ccc(NC(=O)C2CCN(C(=O)c3cccs3)CC2)cc1

screen / no.	1	2	3	4	5	6	7	8	9	10
D1 agonist	-1	2	0	-3	0	2	5	1	.	0
Vif-APOBEC3G blk	-2%	3%	-13%	2%	1%	0%	2%	-1%	2%	0%
D1 antag	5	7	-11	-17	9	0	13	6	.	0
D1 potentiator	.	-1	-2	-10	30*	-2	1	-7	.	-5
RXFP1 antag	0	-12	-12	9	-4	-4	-7	-7	5	-11
RXFP1 ag	3.0%	-0.1%	4.4%	-3.1%	0.1%	0.4%	-1.8%	2.0%	.	-1.3%
Vif-APOBEC3F blk	3%	3%	4%	-4%	-1%	0%	-1%	4%	-6%	2%
D2 potentiator	3	-10	7	2	-3	12	2	14	.	-6
Glioma ERSR ind	-3%	-2%	15%	-2%	-1%	-7%	-4%	-4%	3%	0%

[11] COc1ccc(C(=O)C[n+]2ccc3ccccc3c2C)cc1
[12] C#CCN(C[C@H]1[C@H](OC(=O)NC2CCCC2)[C@H](OC(=O)NC2CCCC2)C[C@H]2C(=O)N(c3ccccc3)C(=O)[C@@H]12)S(=O)(=O)c1ccc(C)cc1
[13] CC1Sc2ccc(S(=O)(=O)N3CCC(C(=O)N4CCN(C)CC4)CC3)cc2NC1=O (centres undefined)
[14] CCOc1ccc(-c2c(C)n([O-])c3c([n+]2=O)CCCCC3)cc1
[15] CCCC(=O)Nc1cccc(NC(=S)NC(=O)C(C)Oc2ccc(Cl)cc2Cl)c1 (centres undefined)
[16] COC(=O)c1ccccc1NC(=O)CSc1nc(=O)cc(N)n1-c1ccccc1
[17] O=C(Nc1ncccc1Cl)C(Sc1ccccc1)c1ccccc1 (centres undefined)
[18] CC(SCc1ccccc1)C(=O)Nc1ccc(F)cc1 (centres undefined)
[19] CN(C)c1nc(OCCOC(=O)COc2ccc(Cl)cc2Cl)nc(N(C)C)n1
[20] CC(C)(C)NC(=O)CN(Cc1cccs1)C(=O)CNS(=O)(=O)c1ccccc1

screen / no.	11	12	13	14	15	16	17	18	19	20
D1 agonist	19	.	1	-2	10	-2	5	0	6	0
Vif-APOBEC3G blk	2%	1%	-1%	-3%	0%	2%	-4%	1%	-4%	-1%
D1 antag	-12	.	15	-7	-16	-1	9	-18	5	0
D1 potentiator	-11	.	0	-1	-6	4	3	0	5	-8
RXFP1 antag	-9	-7	17	-10	11	2	-8	14	-13	-6
RXFP1 ag	4.4%	.	0.1%	-0.3%	0.6%	7.5%	-1.6%	0.5%	0.0%	0.0%
Vif-APOBEC3F blk	0%	3%	-9%	11%	-1%	1%	3%	13%	1%	6%
D2 potentiator	-1	.	17	3	1	.	.	-2	-5	-2
Glioma ERSR ind	3%	-5%	-3%	1%	-3%	-3%	-4%	1%	-4%	-6%

Whole records as entered above. Order of screens: D1 agonist	Vif-APOBEC3G blk	D1 antag	D1 potentiator	RXFP1 antag	RXFP1 ag	Vif-APOBEC3F blk	D2 potentiator	Glioma ERSR ind
O=C(Nc1ncccc1Cl)C(Sc1ccccc1)c1ccccc1 (centres undefined) reads 5	-4%	9	3	-8	-1.6%	3%	.	-4%
C#CCN(C[C@H]1[C@H](OC(=O)NC2CCCC2)[C@H](OC(=O)NC2CCCC2)C[C@H]2C(=O)N(c3ccccc3)C(=O)[C@@H]12)S(=O)(=O)c1ccc(C)cc1 reads .	1%	.	.	-7	.	3%	.	-5%

The list goes on:
[21] CC(=O)N1CCN(C(=O)c2cccc(S(=O)(=O)Nc3ccc(C)cc3)c2)CC1
[22] Cc1nc(N2CCN(C)CC2)c2c3c(sc2n1)CCCC3
[23] COc1ccc(C(C)NC(=O)c2ccccc2Cl)cc1OC (centres undefined)
[24] CCS(=O)(=O)N1CCCC(C(=O)NC2CCCC2)C1 (centres undefined)
[25] O=C(CN1CCN(c2ccccc2)CC1)NC(=O)NCc1ccco1
[26] COc1ccc(Br)cc1S(=O)(=O)NCc1ccccn1
[27] O=C(Nc1nnc(CCc2ccccc2)s1)C1CCCO1 (centres undefined)
[28] Cc1ccc(Cl)cc1N1CCN(Cc2nc3c(c(=O)[nH]c(=O)n3C)n2CCc2ccccc2)CC1
[29] Cc1cc(C(=O)NNC(=O)c2ccc(Cl)c(S(N)(=O)=O)c2)c(C)o1
[30] COc1cc([N+](=O)[O-])c2nc(C=NNC(N)=S)ccc2c1

screen / no.	21	22	23	24	25	26	27	28	29	30
D1 agonist	1	3	4	1	-1	-1	4	-1	.	.
Vif-APOBEC3G blk	0%	1%	1%	-1%	0%	-1%	-5%	0%	3%	1%
D1 antag	-3	-18	-1	8	17	-1	1	42	.	.
D1 potentiator	1	-1	0	-6	2	-1	-5	-7	.	.
RXFP1 antag	-3	-4	.	2	.	2	-4	-5	-7	13
RXFP1 ag	-0.7%	8.0%	-5.4%	2.9%	0.3%	1.1%	0.8%	2.1%	.	.
Vif-APOBEC3F blk	6%	2%	-3%	3%	9%	-8%	0%	-1%	-4%	12%
D2 potentiator	1	.	-1	14	-11	-4	27	-2	.	.
Glioma ERSR ind	-3%	-5%	-3%	1%	-5%	6%	-6%	0%	-7%	-4%

Entries above that contain a furan ring, fused or not:
[25] O=C(CN1CCN(c2ccccc2)CC1)NC(=O)NCc1ccco1
[29] Cc1cc(C(=O)NNC(=O)c2ccc(Cl)c(S(N)(=O)=O)c2)c(C)o1

screen / no.	25	29
D1 agonist	-1	.
Vif-APOBEC3G blk	0%	3%
D1 antag	17	.
D1 potentiator	2	.
RXFP1 antag	.	-7
RXFP1 ag	0.3%	.
Vif-APOBEC3F blk	9%	-4%
D2 potentiator	-11	.
Glioma ERSR ind	-5%	-7%

The results go on.
[31] C/C(=N\NC(=O)c1ccc(Cl)cc1)c1ccccn1
[32] COc1cc(NC2c3ccccc3C(=O)N2Cc2ccc3c(c2)OCO3)cc(OC)c1OC (centres undefined)
[33] COc1ccc(Nc2c(-c3cccc(O)c3)nc3cnccn23)cc1
[34] O=[N+]([O-])c1ccc(SCCc2ccncc2)cc1
[35] C/C(=N/NC(=O)CNC(=O)c1cccnc1)c1ccco1
[36] C[C@@H]1CN([C@@H](C)CO)C(=O)c2cc(Br)cnc2O[C@@H]1CN(C)C(=O)CN(C)C
[37] Cc1noc2ncnc(NCc3cccc(Cl)c3)c12
[38] Cc1[nH]c2ccccc2c1C(=O)COC(=O)c1c(-c2ccccc2Cl)noc1C
[39] CC(C)(C)c1ccc(NC(=O)NC2CCCc3ccccc32)cc1 (centres undefined)
[40] Cc1ccc(OCCCCn2c(CCNC(=O)C(C)(C)C)nc3ccccc32)cc1

screen / no.	31	32	33	34	35	36	37	38	39	40
D1 agonist	3	0	0	8&15	3	.	30	5	4	1
Vif-APOBEC3G blk	4%	0%	-16%	-5%&2%	-3%	-5%	3%	0%	?	3%
D1 antag	-15	2	-18	-4&-8	-6	.	-35*	-24	-13	2
D1 potentiator	-2	.	0	-1&-3	-1	.	-6	0	-2	6
RXFP1 antag	-19	-1	.	-4&-6	-4	7	-2	22	-7	-13
RXFP1 ag	-2.2%	0.0%	1.1%	-0.7%&4.0%	2.1%	.	1.1%	0.1%	0.2%	-0.5%
Vif-APOBEC3F blk	7%	-2%	-2%	0%&8%	1%	-6%	4%	-18%	1%	1%
D2 potentiator	-4	-1	4	-8&6	4	.	4	1	11	-2
Glioma ERSR ind	-9%	-2%	0%	6%&3%	-2%	0%	-6%	-4%	3%	-1%

[41] Cc1nn(C(C)C(=O)NCCc2ccco2)c(=O)c2nn(-c3ccccc3)c(C)c12 (centres undefined)
[42] Cc1cccc(OCc2nnc(SCC(=O)NC3CCCC3)n2C)c1
[43] CN(C)C(=S)SCC(=O)NC(=O)NC(C)(C)C
[44] CC(=O)Nc1ccc(NC(=O)C(C)OC(=O)CCc2nc3ccccc3s2)cc1 (centres undefined)
[45] COc1ccc(OC)c(N2C(=O)CC(NNC(=O)c3ccc4c(c3)OCO4)C2=O)c1 (centres undefined)
[46] CCc1ccc2oc(C(=O)Nc3nonc3C)c(C)c2c1
[47] C=CCOc1cccc(C2C(C(=O)c3ccc(C)o3)=C(O)C(=O)N2Cc2ccncc2)c1 (centres undefined)
[48] O=C(COC(=O)c1n[nH]c(=O)c2ccccc12)Nc1cccc(S(=O)(=O)N2CCOCC2)c1
[49] C(=NN=C(NN=Cc1cccs1)NN=Cc1cccs1)c1cccs1
[50] CN(Cc1ccccc1)Cc1c(O)ccc2ccccc12
[51] Cc1cc([N+](=O)[O-])nn1CCCC(=O)NCc1ccc(F)cc1
[52] CCN=C1Cn2c(nc3scc(-c4ccccc4)c3c2=O)CN1CC
[53] COc1cc(/C=C/C(=O)OC(C)C(=O)Nc2ccc(Cl)cn2)ccc1OC(F)F (centres undefined)

screen / no.	41	42	43	44	45	46	47	48	49	50	51	52	53
D1 agonist	1	8	-2	2	.	1	3	.	.	3	3	1	.
Vif-APOBEC3G blk	2%	-3%	2%	-1%	2%	5%	6%	-7%	0%	0%	-1%	-5%	-2%
D1 antag	-7	1	7	-14	.	-16	2	.	.	0	-12	-12	.
D1 potentiator	0	.	-2	-1	.	-3	-4	.	.	-5	2	-5	.
RXFP1 antag	19	3	-15	-4	-11	-6	9	2	-3	-6	-22	3	-26
RXFP1 ag	1.0%	1.2%	0.5%	3.0%	.	0.1%	?	.	.	0.9%	-1.2%	0.0%	.
Vif-APOBEC3F blk	0%	-15%	-12%	-11%	-26%	14%	6%	-4%	?	-3%	7%	-5%	10%
D2 potentiator	-1	.	4	7	.	5	-5	.	.	4	-5	-11	.
Glioma ERSR ind	0%	-1%	2%	-8%	1%	-7%	-4%	-5%	5%	-2%	-4%	-2%	-4%

From PubChem
